Bioassay records deposited in PubChem by The Scripps Research Institute Molecular Screening Center.
TEAD-YAP inh = TEAD-YAP interaction inhibition; HEK-TIYL cells, TEAD-Gal4/YAP UAS-luciferase luminescence; inhibition, % at 9.12 µM; 640,000 tested, 1.4% active; in the data active means inhibition above about 32%;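 further: 0% = median of test compound wells and 100% = reference inhibitor wells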
GPR151 activ = human GPR151 activation; 650,000 tested, 1% active; Q8TDV0; PathHunter beta-arrestin GPR151 cells, luminescence; AID 1508602; activation, % at 11.2 µM; in the data active means activation above about 4.9%;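 further: 0% = median of compound wells and 100% = cells with positive control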
Target sequence (Q8TDV0 whole entry, looked up): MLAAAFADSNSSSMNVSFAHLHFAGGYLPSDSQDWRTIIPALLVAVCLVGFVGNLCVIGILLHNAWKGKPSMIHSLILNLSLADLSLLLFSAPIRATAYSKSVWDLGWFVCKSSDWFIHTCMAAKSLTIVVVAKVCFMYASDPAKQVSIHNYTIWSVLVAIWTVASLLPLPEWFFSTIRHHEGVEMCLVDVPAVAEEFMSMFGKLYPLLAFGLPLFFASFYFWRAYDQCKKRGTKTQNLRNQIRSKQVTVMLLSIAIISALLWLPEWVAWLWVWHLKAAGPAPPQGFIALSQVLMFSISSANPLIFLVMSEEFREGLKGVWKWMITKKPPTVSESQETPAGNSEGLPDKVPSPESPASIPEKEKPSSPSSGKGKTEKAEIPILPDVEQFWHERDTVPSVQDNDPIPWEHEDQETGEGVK
MITF primary = inhibitors of human MITF. AlphaScreen MITF homodimerization, bead proximity signal. inhibition, % at 2.6 µM. 650,000 tested, 0.91% active; in the data active means inhibition above about 50%;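 further: 0% = vehicle wells with protein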
Target sequence (O75030 whole entry, looked up): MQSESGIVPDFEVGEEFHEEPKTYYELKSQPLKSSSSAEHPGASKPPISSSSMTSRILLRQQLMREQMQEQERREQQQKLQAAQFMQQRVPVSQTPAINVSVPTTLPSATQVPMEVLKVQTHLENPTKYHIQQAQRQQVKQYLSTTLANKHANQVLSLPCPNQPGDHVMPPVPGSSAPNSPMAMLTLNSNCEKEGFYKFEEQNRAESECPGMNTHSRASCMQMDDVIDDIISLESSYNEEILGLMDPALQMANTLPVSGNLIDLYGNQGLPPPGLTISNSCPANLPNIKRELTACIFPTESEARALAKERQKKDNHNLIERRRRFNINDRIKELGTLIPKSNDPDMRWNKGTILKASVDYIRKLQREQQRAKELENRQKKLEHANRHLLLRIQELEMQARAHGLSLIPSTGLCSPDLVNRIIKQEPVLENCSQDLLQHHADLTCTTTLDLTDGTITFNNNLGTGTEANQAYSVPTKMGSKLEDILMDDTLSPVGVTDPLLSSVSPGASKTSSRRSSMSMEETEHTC
FBW7 activator = human FBW7 E3 ligase activation, primary screen. normalized activity (activation), % at 26.1 µM. AlphaScreen FBW7–phospho-cyclin E peptide binding, activator screen. 650,000 tested, 0.13% active; in the data active means normalized activity above about 1.9%;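 further: purified mutant Fbw7 with reduced substrate affinity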
* = called active by the depositor; & = joins results of further samples.

The line under a structure holds: TEAD-YAP inh	GPR151 activ	MITF primary	FBW7 activator
> COc1ccc(/C=N/Nc2nn[nH]n2)cc1
→ 2	0.2	37	0.3
> O=C1N/C(=C\c2ccc([N+](=O)[O-])cc2)C(=O)N1Cc1ccc(Cl)cc1
→ 11	-0.1	6	-0.1
> CC(C)(C)c1csc(NC(=O)CSc2nnc(NC(=O)C3CCC3)s2)n1
→ 5	-0.7	15	-0.1
> CCOC(=O)c1sc(NC(=O)C(C)Sc2nnc(CNC(=O)c3ccc(Cl)cc3Cl)n2C)c(C(=O)OCC)c1C (configuration not stated)
→ -4	-0.1	-5	0.0
> CCn1c(=O)[nH]c2c(C(N)=O)nc(-c3ccco3)nc21
→ 4	0.2	11	-0.1
> CC(=O)Nc1ccccc1NC(=O)c1ccc(I)cc1
→ -1	-0.3	-12	-0.1
> O=C(NCCCCC(NC(=O)C1CCCCC1)C(=O)O)c1ccccc1 (configuration not stated)
→ 5	3.9	-2	0.1
> O=C(Nc1ccc2c(c1)OCO2)c1nn2c(c1Cl)NC(c1ccc(F)cc1)CC2C(F)(F)F (configuration not stated)
→ -7	-0.6	2	0.1
> NN(CCO)C(=S)Nc1ccc(Cl)cc1
→ 1	0.9	2	0.1
> COc1cc(Nc2nc(-c3c(C)nn(C)c3C)nc3c2ncn3Cc2ccc(C(F)(F)F)cc2)cc(OC)c1OC
→ 15	-0.2	4	-0.1
> COc1ccc(NS(=O)(=O)c2ccc(F)c(Cl)c2)cc1S(N)(=O)=O
→ 4	0.2	-6	0.0
> N#Cc1c2c(c(NCCCN3CCOCC3)n3c1nc1ccccc13)CCCC2
→ 4	0.0	-10	0.0
> Cc1nc(C)n(CC(=O)NCC2Cc3cc(F)cc(-c4ncccn4)c3O2)n1 (configuration not stated)
→ -1	-0.6	6	0.1
> CC1CCCC(NC(=O)C2N(C3CCCCCCC3)C(=O)C3C(C(=O)Nc4cc(Cl)cc(Cl)c4)C4C=CC32O4)C1C (configuration not stated)
→ -22	0.1	-5	-0.1
> COc1cccc(/C=N/NC(=O)c2ccc(N(C)S(=O)(=O)c3ccccc3)cc2)c1O
→ 80*	1.1	13	-0.2
> CN1C(=O)/C(=C\c2ccc([N+](=O)[O-])o2)SC1=S
→ 3	-0.9	14	0.9
> COc1cc(C(=O)N/C(=C/c2ccc(Br)cc2)C(=O)NC(Cc2ccccc2)C(=O)O)cc(OC)c1OC (configuration not stated)
→ -2	-0.5	-2	0.1
> O=C1NC(=O)C(CCc2ccccc2)(C2CCN(Cc3cccc(OCCO)c3)CC2)N1 (configuration not stated)
→ -3	-0.6	8	0.0
> COc1ccc2c(c1)c(=O)c1ccccc1n2CC(=O)Nc1ccc(OC)c(Cl)c1
→ 9	4.6	-7	-0.1
> CC1Cc2cc(S(=O)(=O)CCC(=O)Nc3ccccc3Cl)ccc2N1C(=O)C1CC1 (configuration not stated)
→ 14	5.2*	2	0.0

The closing 2 entries of the section before are carried over, then new ones follow.
The line under a structure holds: TEAD-YAP inh	GPR151 activ	MITF primary	FBW7 activator
> COc1ccc2c(c1)c(=O)c1ccccc1n2CC(=O)Nc1ccc(OC)c(Cl)c1
→ 9	4.6	-7	-0.1
> CC1Cc2cc(S(=O)(=O)CCC(=O)Nc3ccccc3Cl)ccc2N1C(=O)C1CC1 (configuration not stated)
→ 14	5.2*	2	0.0
> CC1(C2CCN(Cc3ccccc3)CC2)NC(=O)N(C2Cc3ccccc3C2)C1=O (configuration not stated)
→ 8	0.6	4	0.0
> CC(C)(C)c1ccc(OCC(=O)Nc2cccc3nsnc23)cc1
→ -7	0.8	2	0.2
> Cc1cc(C)c(C#N)c(SCC(=O)Nc2ccccc2C(=O)O)n1
→ 8	1.8	10	0.5
> O=C(NCCNc1ccc([N+](=O)[O-])cc1C(F)(F)F)c1cc(F)c(F)cc1Cl
→ 16	2.5	-1	-0.1
> CC1Oc2ccccc2N(Cc2ccc(F)c(Cl)c2)C1=O (configuration not stated)
→ 2	0.6	0	-0.1
> CCOC(=O)CC1C(=O)NCCN1Cc1ccco1 (configuration not stated)
→ 6	-1.3	4	0.1
> O=Cc1ccc(O)c(CN2CCOCC2)c1
→ -1	0.0	0	-0.1
> CCOC(=O)c1ccccc1NC(=O)c1cncc(Br)c1
→ 2	0.3	9	-0.1
> CC1CCCN(C(c2cccnc2)c2nnnn2Cc2ccccc2)C1 (configuration not stated)
→ 10	-1.5	5	0.2
> Cc1ccc(C2C=C(c3ccc(Cl)cc3)Nc3nc(NS(C)(=O)=O)nn32)cc1 (configuration not stated)
→ 3	-0.2	7	0.0
> COc1cccc(C(=O)NC(=S)NNc2nc3ccccc3[nH]2)c1OC
→ -2	0.3	4	0.2
> CCn1cc(C(=O)O)c(=O)c2cc(F)c(N3CCN(C(=O)C(C)C)CC3)cc21
→ -2	-0.7	0	-0.3
> CCOc1cccc(N2C(=O)/C(=C/c3ccc(O)c(OCC)c3)C(=O)NC2=S)c1
→ 11	-0.1	15	0.0
> COc1ccc(N2CC(O)=C(c3nc4ccccc4s3)C2=N)c(OC)c1
→ -1	0.1	0	-0.1
> Cc1cccc2nc(CSc3nc4ccccc4s3)c(Br)n12
→ -55	-1.8	19	1.4
> CC(C)(C)C(=O)NCC(c1ccco1)S(=O)(=O)c1ccc(F)cc1 (configuration not stated)
→ -6	-0.6	8	0.2
> C=CCNC(=O)/C(C#N)=C/c1c(Oc2ccccc2Cl)nc2c(C)cccn2c1=O
→ 18	-1.3	14	0.0
> Cc1sc2nc(C)n(CC(=O)NCc3ccccc3)c(=O)c2c1C
→ 7	1.1	3	0.0
> O=C(Oc1ccc([N+](=O)[O-])cc1)c1ccc(N2C(=O)C3C4CCC(C4)C3C2=O)cc1 (configuration not stated)
→ 1	7.5*	-5	0.0
> CCC(C)NC(=O)C1CCN(C(=O)Nc2ccc(Cl)cc2)CC1 (configuration not stated)
→ 5	0.1	-1	0.2

Next part:
molecule | TEAD-YAP inh | GPR151 activ | MITF primary | FBW7 activator
CCN(CCO)C(=O)c1cnn(-c2ncc(C)c(-c3cccs3)n2)c1C1CC1 | 9 | 0.3 | 15 | 0.3
CCc1cc2c(=O)c(-c3csc(C)n3)coc2cc1O | -9 | -5.1 | -3 | 0.1
Cc1ccc(-c2cnc3n2CCCCC3)cc1 | -4 | -1.4 | 9 | 0.1
COc1ccc(-c2noc(N(C)CC(=O)NCCC3=CCCCC3)n2)cc1 | -1 | -0.7 | -1 | 0.1
O=C(Oc1cccc(Br)c1)c1cncc(Br)c1 | -3 | 1.3 | 1 | -0.1
COC(=O)c1sc2nc(SCC(=O)Nc3c(C)cccc3C)n(N)c(=O)c2c1C | 5 | -0.3 | 4 | 0.2
Cc1ccc(Oc2ccc(NC(=O)c3ccncc3)cc2)cc1C | 36* | -0.4 | 7 | 0.1
Cn1c(=O)cc(SCC(=O)NCCCN2CCOCC2)c2ccccc21 | -9 | 0.2 | 17 | -1.1
COc1ccc([N+](=O)[O-])cc1NC1=NS(=O)(=O)c2ccccc21 | -1 | -1.3 | 5 | 0.0
Cc1nc2n(CCN3CCOCC3)c3ccccc3n2n1 | 11 | -0.4 | 1 | -0.1
O=C(NCc1ccccc1)c1ccc2nc(Nc3ccc(N4CCOCC4)cc3)sc2c1 | 14 | -0.4 | 3 | 0.0
COc1ccc(CCNc2cc(N3CCN(C(=O)c4cccc(Cl)c4)CC3)ccc2[N+](=O)[O-])cc1OC | 3 | 2.4 | 0 | -0.1
CN(CC(=O)NC1CCCc2ccccc21)S(=O)(=O)c1cccc2cccnc12 (configuration not stated) | 6 | 0.7 | -1 | -0.2
Cc1ccc2cc3cc(C(=O)NCc4ccco4)oc3nc2c1 | -27 | -3.8 | 6 | -0.1
COc1cccc(NC(=O)[C@@H](NC(=O)c2ccc(C)cc2)C(C)C)c1 | -2 | 0.8 | -1 | 0.0
CCOC(=O)c1c(NC(=O)c2ccc(I)cc2)sc(C)c1C | 2 | 0.7 | -21 | 0.0
CCN1CCCC1CNC(=O)c1cc2cc3ccc(C)cc3nc2o1 (configuration not stated) | 0 | -0.1 | 4 | -0.2
COc1ccc(OC)c(NC(=O)C2C3CC/C=C\CC/C=C/CCC32)c1 (configuration not stated) | 2 | 3.3 | 20 | 0.3
CCCCc1ccc(C2=N/C(=C\c3cc(OC)c(OC)cc3OC)C(=O)O2)cc1 | 6 | 3.7 | 9 | 0.2
O=C(CC(NCc1ccccc1)C(=O)O)Nc1cc(Cl)ccc1Cl (configuration not stated) | 1 | 7.2* | 0 | 0.3
CCOc1ccccc1C1CC(c2ccc(F)cc2)Nc2nc(N)nn21 (configuration not stated) | 0 | 0.5 | 0 | -0.2
CC(C)(C)C1CCC(OC(=O)Nc2cccc3ccccc23)CC1 (configuration not stated) | 4 | 2.5 | 12 | 0.2
Cc1nnc(NC(=O)c2c(Cl)cccc2Cl)s1 | 24 | -1.1 | 15 | 0.7
COc1ccc2c(c1)CC(c1nc3ccc(-c4cn[nH]c4C)cc3c(=O)[nH]1)CO2 (configuration not stated) | 32* | -0.1 | 4 | 0.0
Cc1cccc(NS(=O)(=O)c2ccccc2C#N)c1 | -1 | 0.0 | -4 | 0.1
COC(=O)c1ccc(OCC2c3cc(OC)c(OC)cc3CCN2C(=O)c2cc(OC)c(OC)c(OC)c2)cc1 (configuration not stated) | -2 | 0.1 | 6 | 0.1
CCCn1c(=N)n(CC(O)c2ccc(Cl)cc2)c2ccccc21 (configuration not stated) | 5 | -1.5 | 15 | 0.1
CCOC(=O)c1ccccc1NC(=O)c1cn(-c2ccc(C)c(C)c2)c(=O)c2ccccc12 | -6 | -0.8 | -6 | 0.0
COc1cccc(-c2nc(CS(=O)(=O)CC(=O)NC3CCC(C)CC3)c(C)o2)c1 (configuration not stated) | 2 | -0.1 | 17 | 0.0
COC(=O)c1cnc(N/N=C(\C)c2ccc3c(c2)OCO3)nc1C(F)(F)F | -7 | -1.4 | -11 | -0.1
CCC1CCCCN1CCCNC(=O)CN1C(=O)c2cccnc2Oc2ccc(C)cc21 (configuration not stated) | 2 | -0.8 | -5 | -0.2
Cc1ccc(C(=O)N2CCCC(CCC(=O)N3CCN(c4ccccn4)CC3)C2)cc1 (configuration not stated) | 5 | 0.7 | 0 | -0.1
c1cc(NCCCN2CCOCC2)n2ncc(-c3ccc4c(c3)OCO4)c2n1 | -45 | -0.3 | -4 | 0.0
CCOC(=O)c1c(N)sc(C(=O)OC)c1CC(=O)OC | 7 | 2.2 | 0 | 0.1
O=C(CCC1CCCCC1)Nc1c2c(nn1-c1cccc(Cl)c1)CS(=O)(=O)C2 | -9 | 1.5 | -8 | 0.1
COc1ccc(C2Nc3ccccc3NC3=C2C(=O)CCC3)c(OC)c1 (configuration not stated) | 3 | -0.7 | 7 | 0.0
C/C(=C\c1ccco1)C1Nc2cccc3cccc(c23)N1 | 9 | 0.2 | 17 | 0.1
C#CCN1C(=O)S/C(=C\c2cccc(OC)c2O)C1=O | -47 | 2.7 | -3 | 0.1
CC(C)(C)N(Cc1ccccc1)C(=O)COC(=O)COc1ccc(C#N)cc1 | -1 | -0.6 | 2 | 0.2
CN(C)S(=O)(=O)N1CCN(S(=O)(=O)N2CCOCC2)CC1 | 7 | 1.1 | -2 | -0.3
CC1(Cc2cccc(C(N)=O)c2)C(=O)Nc2ccc(-c3ccc(F)cc3)cc21 (configuration not stated) | -15 | 1.0 | 9 | 0.0
O=C(CSc1nc2ccsc2c(=O)n1Cc1ccccc1)Nc1ccccc1C(F)(F)F | 5 | 2.6 | 6 | 0.3
Cc1ccc(NC2OC(CO)C(O)C(O)C2O)cc1C (configuration not stated) | 12 | 1.5 | 1 | -0.1
O=C(c1ccco1)N(c1ccccn1)c1ccccn1 | -4 | -0.8 | 11 | -0.1
COC(C(=O)NNC(=O)c1ccc([N+](=O)[O-])cc1)c1ccccc1 (configuration not stated) | -4 | -0.5 | 1 | 0.4
O=C(C1CC12CCN(Cc1c(F)cccc1F)CC2)N1CCN(Cc2ccccc2)CC1 (configuration not stated) | 2 | -0.8 | -3 | 1.0
Cc1cc(Cl)ccc1NC(=O)C1CCCN1c1nnc(N2CCCC2=O)s1 (configuration not stated) | -7 | -0.9 | 0 | 0.0
CCCN1CCCc2cc(CCNS(=O)(=O)CC)ccc21 | 9 | -0.5 | 16 | -0.3
O=C(Nc1ccc(Cl)cc1Cl)C1C2C3CCC(C3)C12 (configuration not stated) | -48 | -0.6 | 6 | 0.6
CC(/C=C/c1ccc2c(c1)OCO2)=N\NC(=O)c1ccc([N+](=O)[O-])cc1 | -4 | 0.8 | -3 | 0.4
Cc1ccc(-n2c(=S)sc3c(=O)n(-c4ccccc4)c(SCC(=O)N4CCCC4)nc32)c(C)c1 | 8 | 0.2 | -4 | -0.1
O=C(NCC(O)CSc1ccc(Br)cc1)c1cc(-c2ccc3[nH]ncc3c2)ccn1 (configuration not stated) | 1 | 1.4 | 14 | 0.1
COC(=O)C1=C(C)NC2=C(C(=O)CCC2)C1c1ccsc1 (configuration not stated) | 0&10 | 0.2&0.2 | 0&-1 | 0.1&0.0

Record cards, as listed above:
COC(=O)c1ccc(OCC2c3cc(OC)c(OC)cc3CCN2C(=O)c2cc(OC)c(OC)c(OC)c2)cc1 (configuration not stated) in the list: TEAD-YAP inh: -2; GPR151 activ: 0.1; MITF primary: 6; FBW7 activator: 0.1
CCCN1CCCc2cc(CCNS(=O)(=O)CC)ccc21 in the list: TEAD-YAP inh: 9; GPR151 activ: -0.5; MITF primary: 16; FBW7 activator: -0.3
C/C(=C\c1ccco1)C1Nc2cccc3cccc(c23)N1 in the list: TEAD-YAP inh: 9; GPR151 activ: 0.2; MITF primary: 17; FBW7 activator: 0.1
